GPR7 antag: antagonists of human GPR7 (neuropeptides B/W receptor 1) | P48145 | GPR7-expressing cells, fluorescence antagonist assay | inhibition, % at 4.4 µM | 1.1% of 290,000 active; in the data active means inhibition above about 16%, passing the limit was not always enough;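 further: cells stimulated with the agonist NPW; 0% = agonist with vehicle and 100% = vehicle without agonist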
Target sequence (P48145 whole entry, looked up): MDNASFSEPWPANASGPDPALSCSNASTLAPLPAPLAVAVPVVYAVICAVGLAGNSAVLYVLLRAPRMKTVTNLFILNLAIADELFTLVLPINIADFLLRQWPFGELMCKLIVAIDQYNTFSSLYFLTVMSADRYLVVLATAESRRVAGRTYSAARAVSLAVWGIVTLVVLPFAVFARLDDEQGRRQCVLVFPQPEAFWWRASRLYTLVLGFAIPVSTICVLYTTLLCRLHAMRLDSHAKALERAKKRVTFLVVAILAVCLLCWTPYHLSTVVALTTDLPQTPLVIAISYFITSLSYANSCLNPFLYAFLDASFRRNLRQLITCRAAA
NALP1 inh: NALP1 inhibition; S. cerevisiae NALP1/ASC/caspase-1 growth, X-gal OD620, 72 h; inhibition, % at 10 µM; 0.61% of 280,000 active; AID 2071; in the data active means inhibition mostly above about 24%, no sharp cut-off; inactive means mostly below about 32%; further: some compounds called inactive have numbers as strong as hits
MEKK2 WT-MEK5: raises or lowers MEK5 binding to wildtype human MEKK2 PB1 domain. binding response (% of control), % at 10 µM. 1.1% of 290,000 active. bead flow cytometry, Alexa488-MEK5 binding to MEKK2 WT; actives lie on both sides; in the data active means binding response below about 67% or above about 130%
MEKK2 mut-MEK5: signal of MEK5 binding to mutant human MEKK2 PB1 domain | percent response, % at 10 µM | AID 1530 | bead flow cytometry, Alexa488-MEK5 binding to MEKK2 mutant | 0.35% of 290,000 active; in the data active means percent response above about 24%, passing the limit was not always enough; further: inactives centre near 1; some results filed as inactive read as strong as hits; reference of the scale not given here
V1R ag counter: activates human V1a receptor in oxytocin agonist counter-screen; P37288; activation, % at 3 µM; CHO-V1R cells, Fluo-8 calcium fluorescence, agonist mode; 0% DMSO, 100% 3 nM vasopressin; 0.25% of 320,000 active; AID 2797;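 active means activation above the mean activation of all tested compounds plus 3 SD, per screening run, cut at about 20% in these data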;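 further: signal is peak over basal fluorescence ratio across a 100 second FLIPR read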
OXTR ag: agonists of human oxytocin receptor; P30559; CHO-OTR cells, Fluo-8 calcium fluorescence; normalized: DMSO 0%, oxytocin 100%; activation, % at 3 µM; 0.32% of 320,000 active; AID 2435;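 active means activation above the mean of all tested compounds plus 3 SD, cutoff set per screening run, cut at about 20% in these data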;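 further: peak over basal fluorescence ratio from a 100 s FLIPR kinetic read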
GalR3 antagonist: antagonists of human GalR3 | O60755 | inhibition, % at 3 µM | 0.44% of 360,000 active | HEK293 GalR3-CNG cAMP membrane potential fluorescence; galR3 body fused to GalR1 C-terminus;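 active means inhibition above the screen-wide average plus 3 SD, cut at about 13% in these data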;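 further: forskolin and galanin both at EC90 stimulate the cells; cAMP rise reported by CNG channel membrane potential dye signal; 0% = forskolin plus galanin with DMSO and 100% = forskolin alone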
Target sequence (O60755 1-299 limits assumed): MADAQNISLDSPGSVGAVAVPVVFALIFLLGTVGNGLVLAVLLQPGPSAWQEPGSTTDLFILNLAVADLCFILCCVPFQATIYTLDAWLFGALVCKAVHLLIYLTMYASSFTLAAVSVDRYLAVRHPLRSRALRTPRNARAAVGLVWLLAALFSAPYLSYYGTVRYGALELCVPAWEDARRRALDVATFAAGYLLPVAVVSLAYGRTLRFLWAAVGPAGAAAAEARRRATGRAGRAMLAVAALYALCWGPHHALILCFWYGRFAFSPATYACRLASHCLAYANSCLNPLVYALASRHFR
PHOSPHO1 block: blocks human PHOSPHO1 phosphatase activity; Q8TCT1; recombinant PHOSPHO1, absorbance phosphatase assay; inhibition, % at 13.3 µM; 1.1% of 290,000 active; AID 1565; in the data active means inhibition above about 60%
MEKK3 PB1 HTS: modulators (inhibitors or enhancers) of MEK5 binding to human MEKK3 PB1 domain; binding response (% of control), % at 10 µM; 1.4% of 290,000 active; bead-based flow cytometry, Alexa488-MEK5 binding to MEKK3; actives lie on both sides; 0 = blocked by unlabeled MEK5, 100 = vehicle;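 active means binding response more than 3 SD above or below the average of its plate-row segment, actives on both sides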;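 further: Alexa488 bead fluorescence after subtracting the streptavidin-only scavenger bead signal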
* = called active by the depositor; x = no result given.

no.	canonical_smiles	GalR3 antagonist	MEKK2 WT-MEK5	GPR7 antag	PHOSPHO1 block	V1R ag counter	OXTR ag	NALP1 inh	MEKK3 PB1 HTS	MEKK2 mut-MEK5
1	CCN(CC)C(=O)Nc1c(C)n(C)n(-c2ccccc2)c1=O	-1	93	-15	-13	-0.4	0.5	6	88	2
2	CN(/N=C/c1cccnc1)C1=NS(=O)(=O)c2ccccc21	-6	107	-8	-46	-0.3	1.4	16	109	0
3	CCOC(=O)N1CCC(Nc2ncnc3c2cnn3-c2ccccc2)CC1	-5	110	6	24	0.5	-0.1	5	106	5
4	CCOc1ccc(C2C(C(N)=O)=C(C)Nc3ncnn32)cc1OC (configuration not stated)	-8	111	-17	33	3.2	0.7	11	111	14
5	O=C(COc1ccc([N+](=O)[O-])cc1)Nc1cc(C(=O)O)cc(C(=O)O)c1	10	102	-6	-8	-0.1	0.8	9	100	-3
6	Cc1ccccc1CS(=O)(=O)c1ccc(C(=O)N2CCC(C)CC2)cc1[N+](=O)[O-]	4	97	-9	-7	0.0	2.2	0	100	-2
7	CCNC(=S)NNC(=O)c1cc(-c2cc(C)ccc2C)nc2ccccc12	x	94	-7	-83	1.0	-0.5	-1	95	2
8	CCCNC(=O)c1ccc2c(c1)ncn2-c1cc(C)cc(C)c1	0	98	-1	30	-0.5	-1.9	2	98	-10
9	CC(C)CCNc1nc(N)c([N+](=O)[O-])c(NCCO)n1	-6	102	-17	20	-1.7	-2.4	-12	101	1
10	CC(C)(C)NS(=O)(=O)c1ccc2c(c1)oc(=O)c1cc(S(=O)(=O)NC(C)(C)C)ccc12	-4	92	-6	31	1.3	-0.3	16	92	-6
11	O=C(CSc1nnnn1C1CCCCC1)N1CCN(C(=O)c2ccco2)CC1	-1	106	-4	1	0.3	-0.2	5	108	0
12	O=C(Cc1ccccc1F)Nc1nc(-c2ccc(F)cc2)cs1	-9	101	8	27	4.4	-1.9	17	102	0
13	COc1cccc(/C=N/NC(=O)CC(=O)NCCc2ccccc2)c1OC	-1	104	-9	0	0.4	2.0	18	105	1
14	COCCN(CC(=O)NCc1ccc(OC)cc1)C(=O)CCC(=O)Nc1nccs1	2	115	-1	-10	1.6	2.1	2	117	14
15	COc1cc(CCC(=O)OCC(=O)NC2CCCC(C)C2C)cc(OC)c1OC (configuration not stated)	3	89	11	16	0.6	-0.7	-4	89	-5
16	CC(=O)c1ccc(S(=O)(=O)Nc2cccc(-n3cnnn3)c2)cc1	-6	96	-6	55	-0.2	-0.4	2	97	0
17	NNC(=O)c1ccc(CSc2cccc3cccnc23)cc1	-5	103	-6	21	0.1	0.5	-1	101	-1
18	O=c1oc2ccccc2n1CCCOc1ccccc1	x	111	3	14	-0.8	-3.0	31	111	7
19	COc1ccc(-c2nnn(CC(=O)N(CCO)C(C(=O)NC3CCCC3)c3ccncc3)n2)cc1 (configuration not stated)	-4	87	-15	-5	0.2	-0.8	-10	100	-11
20	CCc1cccc(CC)c1NC(=O)COC(=O)CCc1cc(OC)c(OC)c(OC)c1	8	101	-4	-46	4.4	-1.9	7	103	17
21	COC(=O)c1ccc(=O)n(Cc2ccco2)c1	0	50	-8	7	-0.1	0.3	3	86	-64
22	O=[N+]([O-])c1cc(Br)c(O)c(/C=N/Nc2nnnn2-c2cccc3ccccc23)c1	-4	107	8	-5	2.0	1.7	13	106	1
23	COc1cc(OC)c(OC)cc1CCC(C)NC(=O)Cc1ccccc1 (configuration not stated)	-10	110	-18	24	0.1	-0.3	14	109	8
24	COc1ccc(OC)c2c1sc(=NC(=O)c1ccco1)n2C	x	104	-6	-1	-0.2	-2.9	-4	105	6
25	COCCNC(=O)C(c1cccs1)N(CCc1ccccc1)C(=O)Cn1nnc2ccccc21 (configuration not stated)	-5	109	-16	0	-0.1	-0.9	2	105	10
26	O=C(COC(=O)c1cccc(S(=O)(=O)NCc2ccccc2)c1)c1ccc2c(c1)OCCO2	-6	117	-2	1	1.1	1.0	8	101	21
27	Cc1ccc(NC(=O)c2cc(-c3cccc(O)c3)on2)cc1C	x	106	-4	-24	0.9	-0.2	5	110	10
28	CCNC(=S)NNC(=O)c1ccccc1OC(F)F	-6	95	2	15	0.5	-0.4	33	93	-2
29	CN(CC(CC(=O)O)c1ccccc1)S(=O)(=O)c1ccc(Br)cc1 (configuration not stated)	6	105	-10	-16	-0.1	1.1	-24	99	2
30	NS(=O)(=O)c1ccc(CCNCc2cccnc2)cc1	-9	103	-1	19	-0.8	-0.5	13	98	4
31	C=CCn1cccc(C(=O)Nc2cc(OC)ccc2OC)c1=O	-3	102	-8	49	0.5	-0.2	17	108	0
32	Cc1ccc(S(=O)(=O)NC(CC(=O)O)c2ccccc2)cc1 (configuration not stated)	-3	89	-1	-16	0.9	2.6	4	93	-3
33	CC(C)C[C@@H](C(=O)NC1CC1)N1C(=O)N2CCc3c([nH]c4ccccc34)[C@@]2(C)C1=O	-1	102	-2	19	0.6	-0.1	-15	102	1
34	COc1ccc(-c2[nH]ncc2N=Nc2cc(C)cc(C)c2)cc1	-3	108	-7	33	-0.1	-0.6	-14	102	-1
35	COC(=O)[C@H](C)NC(=O)NCc1ccc(S(N)(=O)=O)cc1	5	95	-11	21	0.2	0.0	15	100	1
36	COc1ccc(-c2cc(C)nc3c(-c4ccccc4)cnn23)cc1	-3	101	1	38	x	x	6	103	-1
37	O=C(c1ccco1)N1CCN(C(=S)Nc2cc(F)cc(F)c2)CC1	-2	102	-1	x	1.2	0.5	14	102	2
38	C=CCn1c(-c2ccccc2)n[nH]c1=S	-2	97	7	10	0.6	-0.3	10	95	-1
39	O=C(O)Cn1cc(/C=N/NC(=O)c2cc3cc(Br)ccc3o2)c2ccccc21	-5	99	-15	37	1.0	-0.9	x	94	0
40	Cc1ccc(-c2cc(-c3ccccc3Cl)c(C#N)c(N)n2)o1	-3	103	1	6	0.4	0.1	1	101	2

Whole records as entered above.
Results for `O=[N+]([O-])c1cc(Br)c(O)c(/C=N/Nc2nnnn2-c2cccc3ccccc23)c1` = GalR3 antagonist = -4; MEKK2 WT-MEK5 = 107; GPR7 antag = 8; PHOSPHO1 block = -5; V1R ag counter = 2.0; OXTR ag = 1.7; NALP1 inh = 13; MEKK3 PB1 HTS = 106; MEKK2 mut-MEK5 = 1
Results for `COc1ccc(OC)c2c1sc(=NC(=O)c1ccco1)n2C` = GalR3 antagonist = x; MEKK2 WT-MEK5 = 104; GPR7 antag = -6; PHOSPHO1 block = -1; V1R ag counter = -0.2; OXTR ag = -2.9; NALP1 inh = -4; MEKK3 PB1 HTS = 105; MEKK2 mut-MEK5 = 6

New compounds follow:
no.	canonical_smiles	GalR3 antagonist	MEKK2 WT-MEK5	GPR7 antag	PHOSPHO1 block	V1R ag counter	OXTR ag	NALP1 inh	MEKK3 PB1 HTS	MEKK2 mut-MEK5
41	O=C(c1ccccc1)N1CCC(CC2CC(c3cccc(Br)c3)=NO2)(C(=O)NCC2CCCCC2)CC1 (configuration not stated)	x	89	-10	25	0.8	-1.3	21	93	-8
42	CCOc1ccc(C2C=C(c3ccc(F)cc3)Nc3ncnn32)cc1 (configuration not stated)	1	106	-9	24	2.7	-1.9	8	105	2
43	O=C1C(=O)N(CCCc2ccccc2)c2ccccc21	x	106	10	24	-1.0	-2.4	11	107	3
44	CCC1(C)CC(C(CC(=O)O)c2ccc(C)cc2)CCO1 (configuration not stated)	-10	102	-3	15	1.5	-0.2	-6	99	-2
45	OC(CN1CCN(c2ccccc2)CC1)Cn1c2ccccc2c2ccccc21 (configuration not stated)	5	120	-11	0	-0.4	2.6	10	108	14
46	Cc1cccc(CSc2nc3nc(C)cc(C)n3n2)c1	-8	107	-1	29	1.0	0.7	-13	103	4
47	COc1cc(C=O)ccc1OCc1c(C)noc1C	0	96	-6	11	0.8	-0.2	2	96	1

Structures above that have a furan ring, fused or not:
no.	canonical_smiles	GalR3 antagonist	MEKK2 WT-MEK5	GPR7 antag	PHOSPHO1 block	V1R ag counter	OXTR ag	NALP1 inh	MEKK3 PB1 HTS	MEKK2 mut-MEK5
11	O=C(CSc1nnnn1C1CCCCC1)N1CCN(C(=O)c2ccco2)CC1	-1	106	-4	1	0.3	-0.2	5	108	0
21	COC(=O)c1ccc(=O)n(Cc2ccco2)c1	0	50	-8	7	-0.1	0.3	3	86	-64
24	COc1ccc(OC)c2c1sc(=NC(=O)c1ccco1)n2C	x	104	-6	-1	-0.2	-2.9	-4	105	6
37	O=C(c1ccco1)N1CCN(C(=S)Nc2cc(F)cc(F)c2)CC1	-2	102	-1	x	1.2	0.5	14	102	2
39	O=C(O)Cn1cc(/C=N/NC(=O)c2cc3cc(Br)ccc3o2)c2ccccc21	-5	99	-15	37	1.0	-0.9	x	94	0
40	Cc1ccc(-c2cc(-c3ccccc3Cl)c(C#N)c(N)n2)o1	-3	103	1	6	0.4	0.1	1	101	2

Bioassay records (PubChem)
